HIF-2a block = HIF-2a inhibition; 786-0 RCC cells HIF-2a reporter, luciferase luminescence, overnight; inhibition, % at 18.8 µM; 360,000 compounds, 0.72% hits;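 active = inhibition of the luminescence signal of 40% or more relative to plate controls, in a single-dose primary screen at 18.75 µM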
Vif imaging = blocks HIV Vif function | HEK293T cells, Vif self-association by quenched fluorescence, imaging, 24 h | inhibition, % at 7.49 µM | 340,000 compounds, 0.35% hits | AID 602346; in the data active = inhibition above about 50%, passing the limit was not always enough; note: some results filed as inactive read as strong as hits
KKLEB tox = reduces viability of KKLEB cystic fibrosis airway cells. AID 602141. activity change (cytotoxicity), % at 5 µM. 360,000 compounds, 0.36% hits. KKLEB CF airway cells viability, ATPlite luminescence, overnight; stronger effect = lower value; cells stimulated with P. aeruginosa culture filtrate;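 active = corrected activity change at or below -50% at 5 µM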
NR2E3 ag-1 = NR2E3 (human) agonism. Q9Y5X4. GST-NR2E3/biotin-RetCOR TR-FRET, 1536-well. inhibition of corepressor binding, % at 4.78 µM. 320,000 compounds, 0.12% hits. AID 2300;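 active = percent inhibition above the cutoff of mean plus 3 SD of all tested compounds, set per screening campaign, cut at about 20% in these data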;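 note: 0% = DMSO wells and 100% = biotin wells as full block of FRET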
Target sequence (Q9Y5X4 whole entry, looked up): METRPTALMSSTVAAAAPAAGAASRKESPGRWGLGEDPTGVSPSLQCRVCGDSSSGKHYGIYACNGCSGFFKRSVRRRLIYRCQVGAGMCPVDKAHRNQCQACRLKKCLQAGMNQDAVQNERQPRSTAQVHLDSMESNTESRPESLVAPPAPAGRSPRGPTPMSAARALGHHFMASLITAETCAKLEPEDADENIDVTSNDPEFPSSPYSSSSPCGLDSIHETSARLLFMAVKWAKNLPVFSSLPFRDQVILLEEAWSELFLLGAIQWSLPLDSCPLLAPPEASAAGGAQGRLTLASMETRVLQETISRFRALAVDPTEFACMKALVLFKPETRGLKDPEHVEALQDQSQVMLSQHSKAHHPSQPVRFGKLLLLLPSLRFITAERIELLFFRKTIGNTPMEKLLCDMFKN
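system = GST-tagged NR2E3 plus biotinylated RetCOR corepressor | input = 1.35 nM GST-NR2E3 | also added = 7 nM biotin-RetCOR | schedule = 5 h incubation at 4 °C | measured by = TR-FRET with europium anti-GST and streptavidin-D2, 340 nm excitation | read-out = percent loss of FRET ratio relative to control wells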
Shn3 inh set2 = inhibitors of Schnurri-3 3'UTR reporter in osteoblasts. Clone20 osteoblast Shn3 3'UTR firefly luciferase, 24 h. inhibition, % at 12.5 µM. 360,000 compounds, 0.52% hits. AID 588674;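 active = mean inhibition of at least 75% with every replicate also reaching 75%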;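 note: 0% = median of neutral control wells and 100% = pilot-screen positive control compound; some compounds past the cut are filed as inactive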
NR2E3 ag-2 = activates human NR2E3 receptor; AID 602229; Q9Y5X4; inhibition of corepressor binding, % at 3.98 µM; CHO-S Gal4-NCOR/VP16-NR2E3 two-hybrid, luciferase; 360,000 compounds, 0.35% hits;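 active = inhibition above the mean of all tested compounds plus 3 SD, cut at about 70% in these data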;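 note: 0% = DMSO with NR2E3 transfected cells and 100% = cells lacking NR2E3 construct; higher means lower luciferase signal from less NR2E3 corepressor binding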
CaV13 FRET inh = Primary screen for inhibitors of IQ motif and Ca2+-dependent inactivation inhibitor domain binding in CACNA1D, Förster resonance energy transfer in living cells, …; HEK cells, CFP/YFP FRET ICDI-IQ, plate reader, 10 min; percent FRET-ratio fall versus neutral wells; inhibition, % at 12.3 µM; 340,000 compounds, 0.098% hits; AID 743397;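 active = mean replicate inhibition of at least 30% and at least 1% of replicates passing that level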;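 note: 0% = median of the neutral control wells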
PDI inh = PDI (human) enzyme inhibition; P07237; PDI insulin aggregation turbidity, A650, 90 min; inhibition, % at 10 µM; 350,000 compounds, 0.052% hits; AID 588391;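 active = mean inhibition across replicates of 30% or more, whatever share of single replicates reach that level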;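 note: absorbance from insulin aggregation driven by PDI reduction with DTT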
Target sequence (P07237 whole entry, looked up): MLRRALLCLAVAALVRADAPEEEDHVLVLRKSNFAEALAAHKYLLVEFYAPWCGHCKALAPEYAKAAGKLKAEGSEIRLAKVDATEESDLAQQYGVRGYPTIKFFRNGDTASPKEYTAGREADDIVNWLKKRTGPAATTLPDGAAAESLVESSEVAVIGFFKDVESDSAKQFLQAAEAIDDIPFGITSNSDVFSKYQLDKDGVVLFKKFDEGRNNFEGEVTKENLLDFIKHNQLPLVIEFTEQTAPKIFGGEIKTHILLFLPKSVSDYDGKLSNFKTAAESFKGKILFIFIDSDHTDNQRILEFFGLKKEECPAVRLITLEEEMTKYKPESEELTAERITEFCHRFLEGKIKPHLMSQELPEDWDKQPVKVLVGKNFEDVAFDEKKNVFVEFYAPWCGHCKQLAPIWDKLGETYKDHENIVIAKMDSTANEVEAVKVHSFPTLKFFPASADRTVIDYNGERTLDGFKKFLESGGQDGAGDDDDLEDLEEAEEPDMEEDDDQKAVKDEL
MITF TRPM1 inh = MITF TRPM1 promoter inhibition in SK-MEL-5 cells. SK-MEL-5 TRPM1 promoter luciferase, 24 h. inhibition, % at 12.5 µM. 330,000 compounds, 0.83% hits;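 active = mean inhibition across replicates of 60% or more, whatever share of single replicates reaches that level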; note: values of inactives mirror those of a sister screen read the other way
CF NFkB inh = cystic fibrosis NF-kB activation inhibition. KKLEB NF-kB-GFP reporter, PAF-induced, GFP fluorescence overnight. inhibition, % at 5 µM. 360,000 compounds, 0.86% hits;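 active = at least 50% inhibition at 5 µM, scaled per plate between neutral and stimulator controls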;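 note: PAF is a Pseudomonas aeruginosa culture filtrate used as stimulus; plate controls were PAF-stimulated DMSO wells for no effect and unstimulated DMSO wells for full effect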
Peg3 prom inh = Peg3 promoter activity inhibition. inhibition, % at 20 µM. 360,000 compounds, 1.7% hits. HeLa PEG-Prom luciferase reporter, luminescence, overnight;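 active = inhibition of at least 50% at 20 µM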
Active calls of the source: *; . = no result given; & = joins results of further samples.

SMILES	HIF-2a block	Vif imaging	KKLEB tox	NR2E3 ag-1	Shn3 inh set2	NR2E3 ag-2	CaV13 FRET inh	PDI inh	MITF TRPM1 inh	CF NFkB inh	Peg3 prom inh
COc1ccccc1OCC(=O)Nc1c2c(nn1-c1ccccc1)CS(=O)(=O)C2	16	-6	-15	3	-15	-10	.	-6	-2	9	26
COC(=O)c1ccccc1S(=O)(=O)N1CCC(c2nc3ccccc3o2)CC1	-18	.	20	-1	5	6	-4	3	7	-17	18
O=C(NC12CC3CC(CC(C3)C1)C2)N1CCC(O)(c2ccc3c(c2)OCO3)CC1	-8	17	-1	1	-8	5	-5	-3	-9	-7	-25
COC(=O)C1C(=O)CC(C)(O)C(C(=O)OC)C1c1ccccc1F (configuration not stated)	4	28	6	2	-8	-16	.	6	-7	-4	10
C=CCNC(=O)COc1cc(C)cc(C)c1C	12	-8	6	1	11	-20	-6	-7	18	5	6
COC(=O)C1(C)NC(c2ccc(O)cc2)C2C(=O)N(c3ccc4c(c3)OCCO4)C(=O)C21 (configuration not stated)	6	2	8	0	-1	6	-4	5	9	-11	7
CC(C)c1nnc(NC(=O)CCC(=O)N2CCN(C3c4ccccc4-c4ccccc43)CC2)s1	12	-7	1	-2	18	2	-19	-2	-9	-4	-6
Cc1ccc(S(=O)(=O)Cn2nnnc2CN2CCN(Cc3ccc4c(c3)OCO4)CC2)cc1	8	-9	-13	1	15	-13	-4	-5	3	1	10
O=C(NNS(=O)(=O)c1ccc(F)cc1)c1cc2ccccc2cc1O	-1	-5	-2	4	-26	-19	-4	-2	-9	15	8
COc1ccc(C2=CC(c3ccco3)n3ncnc3N2)cc1 (configuration not stated)	4	5	4	.	-8	-20	.	-3	6	-22	1
O=C(NCCSc1ncc(-c2ccc(F)cc2)[nH]1)c1ccco1	-20	-1	0	-1	6	-17	-6	-1	5	1	-12
Cc1cc(C)c(/C=C(\C#N)S(=O)(=O)c2ccccc2)[nH]1	27	-5	-4	1	-1	7	9	-7	-5	27	17

2 entries picked at random from the list so far:
SMILES	HIF-2a block	Vif imaging	KKLEB tox	NR2E3 ag-1	Shn3 inh set2	NR2E3 ag-2	CaV13 FRET inh	PDI inh	MITF TRPM1 inh	CF NFkB inh	Peg3 prom inh
CC(C)c1nnc(NC(=O)CCC(=O)N2CCN(C3c4ccccc4-c4ccccc43)CC2)s1	12	-7	1	-2	18	2	-19	-2	-9	-4	-6
COC(=O)C1C(=O)CC(C)(O)C(C(=O)OC)C1c1ccccc1F (configuration not stated)	4	28	6	2	-8	-16	.	6	-7	-4	10

Just Peg3 prom inh, for three of the compounds above:
Molecule	Peg3 prom inh
COc1ccc(C2=CC(c3ccco3)n3ncnc3N2)cc1 (configuration not stated)	1
O=C(NCCSc1ncc(-c2ccc(F)cc2)[nH]1)c1ccco1	-12
Cc1cc(C)c(/C=C(\C#N)S(=O)(=O)c2ccccc2)[nH]1	17

Additional compounds follow:
SMILES	HIF-2a block	Vif imaging	KKLEB tox	NR2E3 ag-1	Shn3 inh set2	NR2E3 ag-2	CaV13 FRET inh	PDI inh	MITF TRPM1 inh	CF NFkB inh	Peg3 prom inh
O=C1C[C@@H]2c3c(cccc3CN1Cc1ccccc1Cl)C[C@@H](O)[C@H]2O	7	7	-12	.	1	7	-10	11	4	12	-2
N#C/C(=C/c1cc(Cl)c(O)c(Cl)c1)C(=O)N1CCCCC1	12	-4	12	2	1	-32	12	6	-9	-6	21
Cc1ccc(S(=O)(=O)Nc2cc(C)c(O)c(Sc3n[nH]c(C)n3)c2)cc1	-2	-6	4	6	4	-25	-7	9	14	16	-6
NNC(=O)c1ccncc1	-2	-5&-2	-85*	.	7&8	-43	-6	5	-1	-14	-12
CC(C)(C)C(=O)NC(CC(=O)O)c1ccccc1 (configuration not stated)	14	3	0	1	0	-2	1	-5	-9	-12	8
O=C(CCl)NNC(=O)c1c(O)c2ccccc2[nH]c1=O	-26	.	-3	-1	0	0	-2	5	4	-9	58*
CCCC(=O)Nc1cc(-c2nc3ncccc3o2)ccc1Cl	-11	-3	2	1	-14	0	-4	14	-2	-3	-6
c1ccc(CCc2nc(-c3ccccn3)no2)cc1	-213	12	10	-2	-138	-88	-9	2	-117	-1	-250
O=C1c2cccnc2C(Nc2ccc(Cl)cc2)N1Cc1cccs1 (configuration not stated)	18	-1	11	-1	8	-5	-4	3	2	-4	6
COc1nccnc1NS(=O)(=O)c1ccc(NS(=O)(=O)c2ccc(NC(C)=O)cc2)cc1	6	-1	-3	0	8	-16	-5	5	3	4	-1
CCOc1ccccc1CNS(=O)(=O)c1cc(-c2cc(C)no2)ccc1C	9	-5	-13	-1	-18	-11	-6	-5	15	23	13
O=c1c2nccnc2[nH]c(=S)n1Cc1ccccc1	2	-3	-6	6	17	-19	-4	-7	-5	-15	6
O=C(Cn1c(-c2ccccc2)noc1=O)NCc1ccccc1	11	3	-3	0	7	-1	-6	-16	-8	19	7
COc1ccc(CCNC(=O)C2CCN(S(=O)(=O)c3ccc(Cl)cc3)CC2)cc1OC	-4	0	-2	-2	6	-3	.	0	5	12	6
CCOC(=O)N1CCN(C(=O)C2CC(c3ccc(F)cc3)=NO2)CC1 (configuration not stated)	-5	9	-1	2	3	-27	-9	.	4	-37	-13
CCC1(OC(=O)CN(C)C)C(=O)OCc2c1cc1n(c2=O)Cc2cc3c(N)cccc3nc2-1 (configuration not stated)	13	12	-56*	.	-6	66	.	-12	67*	32	39
CCc1noc(C)c1C(=O)Nc1ccc(S(=O)(=O)N2CCC(C)CC2)cc1	7	3	6	2	6	9	-11	-10	11	-19	31
COc1ccc(CC(=O)Nc2cccc(-c3ccc4nnc(C)n4n3)c2)cc1	-8	-4	-3	0	.	1	2	6	-10	-36	-15
Cc1ccc(-c2cc(C(=O)O)c3sc(N4CCCCC4)nc3n2)cc1	-3	-6	-1	4	14	-5	-4	3	-4	3	-13
Cc1ccc(S(=O)(=O)Cn2nnnc2C(c2ccccc2)N2CCN(c3ccccc3)CC2)cc1 (configuration not stated)	6	-6	4	2	3	9	.	11	0	-11	16
COc1ccccc1C(=O)N/N=C(\C)c1cccnc1	-82	14	14	0	-9	-24	-4	-3	-21	-21	-63
NC(=O)Cc1ccc2c(c1)[nH]c1ccccc12	-9	5	2	1	-4	22	-5	-4	-3	1	-11
COc1ccc(CCNC(=O)COC(=O)c2ccccn2)cc1	1	10	5	.	-1	27	-5	2	8	-42	13
O=C(c1ccc(Cl)cc1)N1CCN(S(=O)(=O)/C=C/c2ccccc2)CC1	8	-4	-3	-1	16	28	-6	-10	2	-14	9
CC1(NC(=O)CC(c2ccccc2)(c2ccccc2)c2ccccc2)CCN(Cc2ccc(-c3ccccc3)cc2)C1=O (configuration not stated)	13	0	14	.	18	-23	-10	-4	-1	-8	21
CS/C(=N\N(C)C(N)=O)c1ccccc1	10	-1	-5	-4	3	2	-5	-14	2	18	9
COC(=O)c1ccc(S(=O)(=O)N2CCc3ccccc3C2)cc1	18	33	-5	1	-2	-39	-2	-1	8	-8	5
COc1ccc(N2CCN(CCNC(=O)Nc3ccc(C)cc3Cl)CC2)cc1	17	.	1	0	19	-8	-19	19	16	-22	13
CCOC(=O)N1CCN(C(=O)CN(Cc2ccc(Cl)cc2)S(C)(=O)=O)CC1	1	9	5	-1	-6	1	-3	6	0	-4	12
COCCNc1nc2ccccc2nc1NS(=O)(=O)c1ccc(C)cc1C	10	0	4	3	-12	8	.	0	12	-9	8
O=C(OCC(=O)N1CCCC1)c1cc2c(cc1[N+](=O)[O-])OCCO2	-22	-2	-5	-1	-3	-31	-7	-2	1	7	5
COc1ccccc1NC(=O)C(C)Nc1ccc(C)c(Cl)c1 (configuration not stated)	14	3	-1	5	-11	11	-3	6	-4	-2	19
COc1ccc(N(C)S(=O)(=O)c2cccc(C(=O)OCC(=O)c3c(N)n(C)c(=O)n(C)c3=O)c2)cc1	15	-15	14	.	25	14	-5	-1	-1	-19	55*
CCn1c(SCC(=O)Nc2ccccc2C(=O)OC)nnc1-c1cccc(C)c1	6	-2	0	-3	-5	-20	.	1	8	8	7
CC(=O)c1c(C)[nH]c(C(=O)OCC(=O)Nc2ccc3c(c2)OCCO3)c1C	15	6	29	.	21	29	-5	10	17	-35	5
Cc1nn(-c2nc(-c3ccco3)cc(C(F)(F)F)n2)c(C)c1Cl	3	11	4	-1	9	-9	-5	3	-11	-16	-5
O=C(O)CC(NC(=O)C1c2ccccc2Oc2ccccc21)c1ccc(Cl)cc1 (configuration not stated)	18	4	-2	2	3	-14	-3	-14	-4	12	12
CC(CCN1CCC(CN2C(=O)C(=O)NC[C@@H]2Cc2ccccc2)CC1)c1ccccc1 (some centres not stated)	0	.	1	.	3	-22	-3	-5	3	15	0
O=S(=O)(Nc1cccc(S(=O)(=O)N2CCCCCC2)c1)c1ccc(F)cc1F	8	5	-2	.	-4	-1	-6	0	2	18	13
CC(C)(C)[C@H]1COC(=O)CCCC/C=C\C[C@H](CC(=O)N(CCO)Cc2ccccc2)C(=O)N1	6	28	2	.	8	0	-9	-9	8	10	-1
CCOCC(=O)OCC(=O)Nc1cc(OC)c([N+](=O)[O-])cc1C	8	1	-3	0	-1	-9	-2	3	3	1	1
COc1cc(/C=N/NC(=O)c2ccoc2C)ccc1OCCN1CCCCC1	-46	2	3	.	-8	-4	-3	-34	-10	-15	-21
COc1ccc2c(c1)N(C)/C(=C/c1cccc[n+]1C)S2	0	.	2	0	83	-5	-6	5	21	-54	64*
CS(=O)(=O)Nc1ccc(C(=O)Nc2ccccc2Cl)cc1	-25	9	-4	-1	-28	-4	-5	9	-3	1	-14
CCCOc1ccc(Cc2nn3c(=O)/c(=C/c4ccco4)sc3nc2=O)cc1	12	-5	8	2	6	-8	-4	-2	4	-3	17
CC(=O)Nc1cccc(C(=O)OCC(=O)c2ccc3c(c2)OCO3)c1	-208	4	-19	-1	8	-87	-2	0	-42	-7	-93
NC(=S)C1COc2ccccc2O1 (configuration not stated)	-12	-2	12	-1	-31	-22	-4	14	2	-8	-7
CC(C)(CO)Nc1ccc([N+](=O)[O-])cc1[N+](=O)[O-]	15	-24	10	-1	3	-10	.	1	8	-19	10
CCN1CCN(CCCNC(=O)CCc2nc(-c3ccc(OC)cc3)no2)CC1	1	-13	-15	4	10	-22	-18	-2	-19	-9	-7
CCOC(=O)N1CCC(NC(=O)CCC(=O)N2CC(C)Oc3ccc(C)cc32)CC1 (configuration not stated)	8	-2	-23	0	-4	-24	-6	5	-2	5	-1
CC(C)Oc1ccc(C(=O)NC(=S)Nc2ccc(Cl)c(C(=O)O)c2)cc1	-61	-3	1	-2	-4	-2	-2	3	-8	-7	-44
CC(=O)Nc1ccc(S(=O)(=O)NN=c2sc3ccccc3n2C)cc1N	-20	-10	6	.	-2	-38	-4	2	.	-2	-14

Screening results: PubChem, several laboratories
